AmpC inh det: Promiscuous and Specific Inhibitors of AmpC Beta-Lactamase (assay with detergent) | purified AmpC, nitrocefin hydrolysis with detergent | 71,000 compounds, 0.09% hits | P00811 | AID 584, 2007 | Potency, µM (titrated, usually from 28.7 µM), without a hit: at the highest dose activity change, negative = inhibition; active means well fitted curve in the direction sought with a large enough effect
Target sequence (P00811 whole entry, looked up): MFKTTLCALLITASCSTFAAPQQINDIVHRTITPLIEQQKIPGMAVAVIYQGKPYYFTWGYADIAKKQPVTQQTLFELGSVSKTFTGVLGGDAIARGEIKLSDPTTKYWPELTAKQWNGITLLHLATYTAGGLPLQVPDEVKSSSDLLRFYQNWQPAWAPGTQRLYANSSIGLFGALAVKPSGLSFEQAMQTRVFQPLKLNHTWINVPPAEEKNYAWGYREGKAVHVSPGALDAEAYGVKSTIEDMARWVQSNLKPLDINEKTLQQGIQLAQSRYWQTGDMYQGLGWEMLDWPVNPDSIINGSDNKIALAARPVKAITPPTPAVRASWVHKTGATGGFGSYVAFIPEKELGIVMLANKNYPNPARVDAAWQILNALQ
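E. coli AmpC (5.3 nM) in 20 mM phosphate pH 7.0 with 0.01% Triton X-100, preincubated 15 min RT with compound; nitrocefin (2 uL of 800 uM stock) hydrolysis followed by 480 nm absorbance every 20 s over 4 min.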
* = called active by the depositor; & = joins results of further samples; [ ] = dose if it differs, or a comment. On the % scale 0 is the no-effect control and ±100 the full control effect; potency means the concentration at half of the fitted maximal effect. Only part of the results is shown, so the mix of outcomes need not match the whole.

O=C(COc1cccc(-n2cnnn2)c1)NCCC1=CCCCC1
- AmpC inh det: -2%
CCS(=O)(=O)N1CCCC(c2nc(-c3cccc(OC)c3)no2)C1 (stereo not drawn)
- AmpC inh det: -4%
CCOc1cc(C(=O)Nc2ccccc2N2CCN(S(C)(=O)=O)CC2)cc(OCC)c1OCC
- AmpC inh det: -1%
O=C(CSc1n[nH]c(-c2ccccc2)n1)NC(=O)NCc1ccco1
- AmpC inh det: -5%
COc1ccc(N2CCN(c3cc(C)c4ccc(O)cc4n3)CC2)cc1
- AmpC inh det: 11%
CC1CN(C(=O)CCn2c(=O)oc3ccccc32)CC(C)O1 (stereo not drawn)
- AmpC inh det: 2%
Cn1c(C(=O)NCc2cccnc2)cc2sccc21
- AmpC inh det: 0%
CCN(CCCNC(=O)C1CCN(S(=O)(=O)N2CCOCC2)CC1)c1cccc(C)c1
- AmpC inh det: 12%
FC(F)(F)c1cc(-c2ccco2)nc(NCc2cccs2)n1
- AmpC inh det: -2%
COc1cc(-c2ccccc2)nc(N)n1
- AmpC inh det: 0%

CCCCN(CCCNC(=O)C1CCN(S(=O)(=O)N2CCOCC2)CC1)c1ccccc1
- AmpC inh det: 6%
Cc1cccc(NC(=O)CCN2C(=O)c3ccccc3C2=O)n1
- AmpC inh det: 1%
O=C(NC1(C(F)(F)F)N=C2SCCN2C1=O)c1ccco1 (stereo not drawn)
- AmpC inh det: 0%
Cc1cc(NC(=O)CN2CCN(Cc3ccccc3)CC2)nc2c1c(=O)oc1ccccc12
- AmpC inh det: 10%
Cc1noc(C)c1C(=O)Nc1ccc2c(c1)CCC2
- AmpC inh det: -1%
COCC(=O)NCCc1nc2ccccc2[nH]1
- AmpC inh det: 13%
Cc1nc2scc(-c3ccccc3)c2c(=O)o1
- AmpC inh det: 7%
CCOC(=O)Cc1nnc(NC(=O)c2ccccc2OC)s1
- AmpC inh det: 2%
CCOC(=O)N1CCN(c2c(NCCN3CCCCC3CC)c(=O)c2=O)CC1 (stereo not drawn)
- AmpC inh det: 13%
c1cnc(N2CCN(c3ncnc4c3oc3ccccc34)CC2)nc1
- AmpC inh det: -1%

COc1ccc2c(c1OC)C(=O)OC2c1c(O)n(Cc2ccc(F)cc2)c(=O)[nH]c1=O (stereo not drawn)
- AmpC inh det: -4%
CCN=C1SC(CC(=O)Nc2sc(C)c(C)c2C(=O)OC)C(=O)N1CC (stereo not drawn)
- AmpC inh det: -5%
Cc1ccc2nsnc2c1S(=O)(=O)NCc1cccnc1
- AmpC inh det: -2%
COc1ccc(CCNc2oc(COc3ccccc3F)nc2C#N)cc1OC
- AmpC inh det: -5%
Cc1cc(F)c(F)c(C(=O)N2CCN(C)CC2)c1Cl
- AmpC inh det: 4%
Cc1cccc(CCNC(=O)C2CCCN(S(=O)(=O)c3cnc[nH]3)C2)c1 (stereo not drawn)
- AmpC inh det: 12%
CN(Cc1cnn(C)c1)C(=O)c1cc2ccccc2oc1=O
- AmpC inh det: 10%
CCO
- AmpC inh det: 10%
COc1ccc(C2C(C(=O)NCCN(C)C)c3ccccc3C(=O)N2C)cc1OC (stereo not drawn)
- AmpC inh det: 1%
CN(C)C(CNC(=O)CN1C(=O)NC2(CCc3ccccc32)C1=O)c1ccco1 (stereo not drawn)
- AmpC inh det: 12%

Part of the list above, with tabs:
Compound	AmpC inh det
CN(Cc1cnn(C)c1)C(=O)c1cc2ccccc2oc1=O	10%
CCO	10%

(further entries)
COC(=O)c1[nH]c2cccc(Cl)c2c1NC(=O)CN1CCN(CCO)CC1
- AmpC inh det: 2%
CN(C)c1ccc(NC(=O)c2cc3c(=O)n4ccccc4nc3n2C)cc1
- AmpC inh det: -2%
c1ccc(C2=Nn3c(nnc3-c3cccnc3)SC2)cc1
- AmpC inh det: -1%
N/C(=N\O)c1cn([C@@H]2O[C@@H](CO)[C@H](O)[C@@H]2O)c2ncnc(NO)c12
- AmpC inh det: -5%[5.75 µM]
O=C(CSc1nnnn1-c1ccccc1Cl)Nc1ccc2c(c1)OCCO2
- AmpC inh det: 15%
CCOC(=O)C1CCN(C(=O)CN(c2ccc(OC)c(OC)c2)S(=O)(=O)c2ccccc2)CC1
- AmpC inh det: 7%
O=C1C(C=NCc2cccnc2)=C(O)c2ccccc21
- AmpC inh det: -3%
CC(=O)Nc1ccc(C(=O)n2nc(C)cc2C)cc1
- AmpC inh det: -5%
Cc1cc(C)c(S(=O)(=O)Nc2cccnc2)c(C)c1
- AmpC inh det: 5%
O=C(c1ccccc1F)N(Cc1ccc(F)cc1)C1CCS(=O)(=O)C1 (stereo not drawn)
- AmpC inh det: 12%

O=C(NCc1ccc2c(c1)OCO2)C1CCC(CNc2c(N3CCCCC3)c(=O)c2=O)CC1 (stereo not drawn)
- AmpC inh det: 11%
COc1ccccc1N1CCN(CC(=O)c2c(C)[nH]c3cc(C)ccc23)CC1
- AmpC inh det: -1%
CC(C)Cc1cc(C(=O)NCCCN2CCOCC2)no1
- AmpC inh det: 12%
O=c1c2c([nH]c3ccc(Br)cc13)CCCC2
- AmpC inh det: -3%
CC(C)C12CN3CC(C(C)C)(CN(C1)C3c1ccccc1O)C2=O (stereo not drawn)
- AmpC inh det: -1%
NS(=O)(=O)c1ccc(CCNC(=O)c2ccccc2F)cc1
- AmpC inh det: 3%
COc1ccc(NC2CS(=O)(=O)CC2OC(=O)c2ccc(F)cc2)cc1 (stereo not drawn)
- AmpC inh det: -1%
O=C(Cc1ccccn1)Nc1ccccc1
- AmpC inh det: -5%
O=C(CN1C(=O)c2cccc3cccc1c23)NCc1ccc2c(c1)OCO2
- AmpC inh det: -1%
Cc1cc(NC(=O)CSc2nnc(-c3ccc4c(c3)OCCO4)o2)no1
- AmpC inh det: -5%

Cc1cc(C)c2c(=O)n(CC(=O)NCCCN3CCN(c4ccccc4F)CC3)sc2n1
- AmpC inh det: 11%
CCNc1ncc2nc(CCc3ccccc3)c(=O)n(C[C@H]3CCCO3)c2n1
- AmpC inh det: 0%
Cc1nc(N2CCN(C(=O)c3ccco3)CC2)c2c3c(sc2n1)CCC3
- AmpC inh det: -4%
COc1ccc(NC(=O)N2CCCC2)cc1OC
- AmpC inh det: -2%
Cc1onc(-c2ccccc2)c1C(=O)Nc1cccc(OC(C)C)c1
- AmpC inh det: -11%
COc1ccc(C(=O)CSc2nc3nc(C)cc(C)n3n2)cc1OC
- AmpC inh det: 3%
O=C(c1cncc(Br)c1)N1CCN(c2ccc(N3CCOCC3)nn2)CC1
- AmpC inh det: 13%
COCCCN1C(=O)C(=O)/C(=C(/O)c2ccc(OCC(C)C)cc2)C1c1cccnc1 (stereo not drawn)
- AmpC inh det: -3%
CN(C(=O)c1ccno1)c1nnc(-c2ccccn2)s1
- AmpC inh det: 2%
CCOc1cccc2cc(C(=O)N3CCc4ccccc43)c(=O)oc12
- AmpC inh det: -4%

CC(=O)C1=C(C)Nc2ncnn2C1c1ccc(Cl)cc1 (stereo not drawn)
- AmpC inh det: -2%
CCOC(=O)CNC(=O)Cn1c(C)cc2ccccc2c1=O
- AmpC inh det: -1%
O=C(CSc1ccccc1)Nc1ccncc1
- AmpC inh det: -2%
CC(=O)OCCNC(=O)c1cc2ccccc2oc1=O
- AmpC inh det: -4%
C[C@@H](C(=O)NCC1CC1)[C@H]1C[C@]1(C)[C@H](NC(=O)OCc1ccccc1)c1ccccc1
- AmpC inh det: -1%
CCOC(=O)N1CCN(C(=O)c2ccc3c(=O)n(CCC4=CCCCC4)c(=S)[nH]c3c2)CC1
- AmpC inh det: 5%
COc1ccc(C(=O)n2nc(C)cc2C)cc1OC
- AmpC inh det: -5%
Cc1nc2c(s1)sc1ccccc12
- AmpC inh det: 1%
CCOCCOC(=O)C1=C(C)NC2=C(C(=O)CC(c3cccs3)C2)C1c1ccsc1 (stereo not drawn)
- AmpC inh det: -3%
CCC(=NCCO)c1c(O)n(-c2ccc(Cl)cc2)c(=O)[nH]c1=O
- AmpC inh det: -1%

c1cc2c(cc1C1CCCCC1)c1c3n2CCN[C@H]3CCC1
- AmpC inh det: -11%
COCCNC(=O)CN(C(=O)CCC(=O)Nc1cc(C)on1)c1ccc(C)cc1C
- AmpC inh det: 5%
O=C(O)CCc1ccc(-c2ccccc2)n1-c1cccc(O)c1
- AmpC inh det: 0%
COc1cc(C(=O)Nc2ccc(-c3nc4cc(C)ccc4o3)c(O)c2)cc(OC)c1OC
- AmpC inh det: 1%
c1ccc2c(c1)oc1c(NCCCN3CCOCC3)ncnc12
- AmpC inh det: -10%
CCCc1nnc(SCc2ccc(OC)cc2)n1N
- AmpC inh det: 17%
CCOC(=O)C1CCN(C(c2cc3cc(C)cc(C)c3[nH]c2=O)c2nnnn2C2CCCCC2)CC1 (stereo not drawn)
- AmpC inh det: 0%
O=C(Nc1ccc(C(=O)N2CCOCC2)cc1)c1cccs1
- AmpC inh det: 3%
O=C(C1CCCN(S(=O)(=O)c2cccc3cccnc23)C1)N1CCN(c2ccc(F)cc2)CC1 (stereo not drawn)
- AmpC inh det: 10%
COc1ccc(Cl)cc1N1CC(C(=O)Nc2nccs2)CC1=O (stereo not drawn)
- AmpC inh det: -4%

Retrieved by structure from above:
CN(C)C(CNC(=O)CN1C(=O)NC2(CCc3ccccc32)C1=O)c1ccco1 (stereo not drawn)
- AmpC inh det: 12%
COCCNC(=O)CN(C(=O)CCC(=O)Nc1cc(C)on1)c1ccc(C)cc1C
- AmpC inh det: 5%
CC(C)C12CN3CC(C(C)C)(CN(C1)C3c1ccccc1O)C2=O (stereo not drawn)
- AmpC inh det: -1%
O=C(CN1C(=O)c2cccc3cccc1c23)NCc1ccc2c(c1)OCO2
- AmpC inh det: -1%

Carrying on:
c1ccc(-c2nc3nonc3nc2-c2ccccc2)cc1
- AmpC inh det: -4%
Cc1cc(N(C)C)c(C#N)c(=O)[nH]1
- AmpC inh det: -2%
C/C=C(\CS(=O)(=O)c1ccccc1)S(=O)(=O)c1ccccc1
- AmpC inh det: -5%
Cc1csc2ncc(C(=O)NCc3ccccc3Cl)c(=O)n12
- AmpC inh det: 14%
Cc1ccc(-c2nnn(CC(=O)N(c3ccccc3)C(C(=O)NC3CCCC3)c3ccco3)n2)o1 (stereo not drawn)
- AmpC inh det: 6%
Cc1ccc2nc(SC(C)C(=O)N3CCCC3)[nH]c2c1 (stereo not drawn)
- AmpC inh det: -1%
C=CCn1c(COc2ccc(Cl)cc2)nnc1SCC(=O)N1CC(=O)Nc2ccccc21
- AmpC inh det: -3%
CC(C)N(Cc1nc(-c2ccccc2)no1)C(=O)CCCN1C(=O)c2ccccc2C1=O
- AmpC inh det: -2%
Cc1c(NC(=O)C(C)Oc2ncnc3ccccc23)c(=O)n(-c2ccccc2)n1C (stereo not drawn)
- AmpC inh det: 8%
CCc1ccc2c(c1)N(C[C@H](C)CN(C)C)c1ccccc1S2
- AmpC inh det: -1%[5.75 µM]

c1ccc(CNc2ncnc3ccc(-c4cccnc4)cc23)cc1
- AmpC inh det: 7%
CSC1=C(C#N)C(c2ccc(C)cc2)C2=C(CCCC2=O)N1 (stereo not drawn)
- AmpC inh det: -3%
Cc1cccc(NC(=O)c2cc(NC(=O)C3CCCCC3C(=O)O)ccc2N2CCCCC2)c1 (stereo not drawn)
- AmpC inh det: -5%
CCN1CCC[C@@H]1CNC(=O)c1cc(S(N)(=O)=O)ccc1OC
- AmpC inh det: 1%&-4%&-2%
CC(=O)N1CCc2cc(S(=O)(=O)NCCC(=O)NCCc3ccccc3)ccc21
- AmpC inh det: -2%
COc1ccccc1-n1cnnc1SC1CCOC1=O (stereo not drawn)
- AmpC inh det: 14%
CCN(CC)CCCN=Cc1c(O)n(-c2ccccc2F)c(=O)[nH]c1=O
- AmpC inh det: -4%
O=c1cc(NCc2ccco2)[nH]c(=O)n1-c1ccc(Br)cc1
- AmpC inh det: -2%
O=C(OCc1cc2ccccc2[nH]c1=O)c1ccncc1
- AmpC inh det: -4%
c1ccc2c(CCNc3ncnc4nc[nH]c34)c[nH]c2c1
- AmpC inh det: 6%

N#Cc1c(NC(=O)c2ccncc2)sc2c1CCC2
- AmpC inh det: -6%
N#CC1=C2SCN(Cc3ccccc3)CN2C(=O)CC1c1ccc2c(c1)OCO2 (stereo not drawn)
- AmpC inh det: -2%
O=C(O)CN(c1ccc2c(c1)OCCO2)S(=O)(=O)c1ccccc1
- AmpC inh det: -2%
CC(=O)c1c(C)[nH]c(C(=O)NC2=NCCS2)c1C
- AmpC inh det: -4%
COc1ccc(-c2c(C(F)(F)F)oc3c(CN4CCN(C)CC4)c(O)ccc3c2=O)cc1
- AmpC inh det: -2%
COc1ccc(NC2=C(C(C)=O)C(c3ccc4c(c3)OCO4)C(C(C)=O)C(C)(O)C2)cc1 (stereo not drawn)
- AmpC inh det: -2%
O=C(C1CCN(S(=O)(=O)c2ccc(F)cc2)CC1)N1CCOCC1
- AmpC inh det: 1%
Cc1cc(C)cc(CC2CC(=O)N(c3nc(C)cc(C)n3)C2=O)c1 (stereo not drawn)
- AmpC inh det: 4%
CC(C)COCC1CC2(CC(C)C(=O)CC2=O)C(=O)O1 (stereo not drawn)
- AmpC inh det: -4%
C/C(NCCCn1ccnc1)=C(\C#N)C(N)=O
- AmpC inh det: -1%

Cc1nc2sccn2c(=O)c1CCN1CCC(=C(c2ccccc2)c2ccc(F)cc2)CC1
- AmpC inh det: -10%&-2%
CCOc1ccc(S(=O)(=O)N(CC(N)=O)c2ccc(C)cc2)cc1
- AmpC inh det: -7%
CCOC(=O)CNC(=O)Cn1cnc2c(nnn2-c2cccc(Cl)c2)c1=O
- AmpC inh det: -2%
COCC(=O)Nc1nnc(CCc2ccccc2)s1
- AmpC inh det: 1%
CC1CCN(C(=O)C(Cc2ccccc2)n2cccc2)CC1 (stereo not drawn)
- AmpC inh det: 7%
Cc1[nH]c(=O)[nH]c(=O)c1S(=O)(=O)N1CCCC(C(=O)N2CCN(c3ccccc3Cl)CC2)C1 (stereo not drawn)
- AmpC inh det: 28%
CN(Cc1ccccc1)c1nc2c(c(=O)n(C)c(=O)n2C)n1CCCc1ccccc1
- AmpC inh det: 10%
C/C(N)=C(/C#N)C(=O)COC(=O)c1ccncc1
- AmpC inh det: 10%
Cc1nn(CC(=O)NCc2ccccc2)c(=O)c2ccccc12
- AmpC inh det: 3%
CN(CCc1ccccn1)c1ccc2c(c1)Cc1ccccc1-2
- AmpC inh det: -4%[5.75 µM]
